Screens deposited in PubChem BioAssay by National Center for Advancing Translational Sciences (NCATS).
HP1b binding inh – blocks HP1-beta chromodomain binding to methylated histone tails; P83916; AlphaScreen HP1-beta / biotin-H3K9me3 peptide binding; Potency, µM (series often up to 114 µM), for the others: at the highest dose activity change, negative = inhibition, hits mostly inhibitors; actives 0.56% (n = 390,000); AID 540317; also: potency is read from the fitted curve at half-maximal effect; nearly all actives have a fitted effect of over 70% in size; inactives centre near 23
Target sequence (P83916 whole entry, looked up): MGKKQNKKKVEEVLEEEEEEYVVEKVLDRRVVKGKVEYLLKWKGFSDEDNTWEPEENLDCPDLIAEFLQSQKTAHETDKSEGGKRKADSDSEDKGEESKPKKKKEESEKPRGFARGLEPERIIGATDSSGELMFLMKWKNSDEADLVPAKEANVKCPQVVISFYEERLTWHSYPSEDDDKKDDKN
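Compound inhibition of the preformed complex between 50 nM HP1-beta and 50 nM biotinylated H3K9me3 peptide was read by AlphaScreen. Buffer was PBS pH 7.4 with 0.01% Tween-20. Incubations ran 30 min at room temperature, with 10 ug/mL donor/acceptor beads.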
G9a inh – inhibitors of human histone lysine methyltransferase G9a; G9a H3K9 monomethylation, AlphaScreen, 2 h; Potency, µM (doses to about 102 µM), for the others: at the top dose activity, negative = inhibition, hits mostly inhibitors; actives 8.8% (n = 350,000); AID 504332; also: potency is read from the fitted curve at half-maximal effect; % is scaled to controls: 0 for no effect and ±100 for the full control effect; nearly all actives have a fitted effect of over 75% in size
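Step 1: enzyme (final 20 nM) with compound, 15 min RT. Step 2: substrate peptide 500 nM and SAM 20 uM, 2 h RT. Step 3: anti-H3K9me1 antibody and AlphaScreen beads, 10 min, then plate read.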
BAZ2B block – blocks human BAZ2B. Q9UIF8. AlphaScreen BAZ2B-H3K14Ac peptide displacement. Potency, µM (titrated, usually from 114 µM), inactives show at the top dose activity change, negative = inhibition, hits mostly inhibitors. actives 4.4% (n = 360,000). AID 504333; also: potency is read from the fitted curve at half-maximal effect; % is scaled to controls: 0 for no effect and ±100 for the full control effect; nearly all actives have a fitted effect of over 60% in size
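Inhibition is scored as reduced AlphaScreen emission. The BAZ2B/b-H3(5-23)K14Ac complex (50 nM each) in PBS pH 7.4, 0.01% Tween-20 meets compound (up to 110 uM) for 30 min at RT before bead addition.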
PI4K2A block – blocks human PI4K2A kinase activity; Q9BTU6; purified PI4K2A, ADP-Glo luminescence, 1 h; hits give low values; activity change, negative = inhibition, % at 76.9 µM; actives 0.13% (n = 420,000); in the data active = activity change below about -50%; inconclusive = mostly about -30% to -49%;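 also: -100% = wells without enzyme as full effect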
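PI4K2A activity was measured by ADP-Glo luminescence: enzyme (4 ug/mL stock) and phosphatidylinositol (1.2 mM stock) in Tris pH 7.5/MgCl2/EGTA/Triton X-100 buffer were reacted with ATP (300 microM stock) for one hour at ambient temperature.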
Pin1 inh – human Pin1 inhibition. actives 0.009% (n = 390,000). Q13526. Potency, µM (highest dose often 115 µM), without a hit: at the top dose activity, negative = inhibition, hits mostly inhibitors. Pin1 FP peptide displacement, HiFluor488, 10 min; active = well fitted inhibition curve with a large enough effect in the polarisation, with a control signal flat, not every such curve was filed as active; inconclusive = small, poorly fitted or top-dose-only effect, or effect the other way, or a change in a side signal; inactive = no such curve, though single readings can be large or run the other way; the % refers to the polarisation; also: potency is read from the fitted curve at half-maximal effect; % is scaled to controls: 0 for no effect and ±100 for the full control effect
Target sequence (Q13526 whole entry, looked up): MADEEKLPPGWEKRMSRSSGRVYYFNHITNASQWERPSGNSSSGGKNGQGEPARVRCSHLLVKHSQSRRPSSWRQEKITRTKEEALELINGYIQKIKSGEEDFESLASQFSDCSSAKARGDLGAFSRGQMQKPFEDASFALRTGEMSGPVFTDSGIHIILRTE
GLS inhibitor – glutaminase GLS (human) inhibition | O94925 | GLS enzymatic activity, qHTS titration | Potency, µM (titrated, usually from 45.5 µM), inactives show at the highest dose activity change, negative = inhibition, usual class: inhibitors | actives 0.21% (n = 410,000) | AID 624170; also: potency is read from the fitted curve at half-maximal effect; % is scaled to controls: 0 for no effect and ±100 for the full control effect
Target sequence (O94925 whole entry, looked up): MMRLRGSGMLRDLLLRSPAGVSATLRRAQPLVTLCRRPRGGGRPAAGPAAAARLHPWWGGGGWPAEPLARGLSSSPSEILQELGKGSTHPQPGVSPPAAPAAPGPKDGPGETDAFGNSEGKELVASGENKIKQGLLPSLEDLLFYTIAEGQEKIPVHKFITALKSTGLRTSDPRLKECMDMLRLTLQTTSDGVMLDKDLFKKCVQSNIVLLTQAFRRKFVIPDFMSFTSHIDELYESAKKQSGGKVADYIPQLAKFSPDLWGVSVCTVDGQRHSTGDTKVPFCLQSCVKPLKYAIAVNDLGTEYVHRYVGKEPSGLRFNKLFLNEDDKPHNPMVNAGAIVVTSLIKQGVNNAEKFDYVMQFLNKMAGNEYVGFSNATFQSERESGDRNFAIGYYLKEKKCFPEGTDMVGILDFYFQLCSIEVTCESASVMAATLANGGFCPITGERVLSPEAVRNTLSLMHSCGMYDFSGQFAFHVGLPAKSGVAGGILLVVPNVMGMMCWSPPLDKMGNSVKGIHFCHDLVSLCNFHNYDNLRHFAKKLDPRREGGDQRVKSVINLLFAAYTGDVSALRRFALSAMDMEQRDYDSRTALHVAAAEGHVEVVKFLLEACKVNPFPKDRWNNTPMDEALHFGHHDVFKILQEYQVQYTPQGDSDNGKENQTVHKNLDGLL
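hKGA in 45 mM KH2PO4 (pH 8.2), 0.02% Tween-20 with compound, then 1mM L-Glutamine (stock as added) plus glutamate oxidase/HRP/Amplex red coupling mix. Fluorescence read initially and after 30 min at RT; signal change reflects glutamate formation.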
JMJD2A Tudor – JMJD2A Tudor domain (human) inhibition; O75164; AlphaScreen JMJD2A-Tudor / H3K4me3 peptide binding; Potency, µM (highest dose often 114 µM), without a hit: at the highest dose activity change, negative = inhibition, usual class: inhibitors; actives 4.4% (n = 390,000); AID 504339; also: potency is read from the fitted curve at half-maximal effect; % is scaled to controls: 0 for no effect and ±100 for the full control effect; nearly all actives have a fitted effect of over 50% in size
POLH inh – blocks human DNA polymerase eta activity. Potency, µM (series often up to 114 µM), without a hit: at the highest dose activity change, negative = inhibition, actives largely listed as inhibitors. actives 1.2% (n = 390,000). Q9Y253. AID 588591. recombinant Pol eta, fluorescent DNA replication assay; also: potency is read from the fitted curve at half-maximal effect; % is scaled to controls: 0 for no effect and ±100 for the full control effect
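Pol eta (10 nM) was preincubated with compounds for 15 min at room temperature, after which fluorescent replication substrate (50 nM final) was added to start the reaction. Fluorescence was read kinetically at 0 and 10 min.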
PGK inhibitor – blocks T. brucei phosphoglycerate kinase; P07378; PGK/GAPDH coupled, Kinase-Glo luminescence, 60 min; Potency, µM (series often up to 57.5 µM), for the others: at the top dose activity change, negative = inhibition, usual class: inhibitors; actives 0.043% (n = 380,000); also: potency is read from the fitted curve at half-maximal effect; % is scaled to controls: 0 for no effect and ±100 for the full control effect; nearly all actives have a fitted effect of over 60% in size
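Luminescent ATP detection (Kinase-Glo Plus) follows a 60-minute room-temperature incubation, with wells lacking PGK as controls. Buffer: 100 mM TEA (pH 7.6), 5 mM MgCl2, 0.01% Tween-20. Coupling enzyme GAPDH (100 nM final) supplies unstable 1,3-BPG in-well.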
* = called active by the depositor; i = inactive; ? = inconclusive; . = no result given; [ ] = dose if it differs, or a comment. Unless noted, calls follow the shape of the dose curve; as a rule, active = well fitted curve in the direction sought with a large enough effect; inconclusive = small, poorly fitted or top-dose-only effect, or another doubt; inactive = no such curve, though single readings can be large; an effect the other way counts as inactive or inconclusive. A portion of the library (hit frequency here may not be typical).

Order of results – HP1b binding inh, G9a inh, BAZ2B block, PI4K2A block, Pin1 inh, GLS inhibitor, JMJD2A Tudor, POLH inh, PGK inhibitor
COc1cccc(NC(=O)N2CCC(NC(=O)C(Cc3cccc(C)c3)NC(C)=O)CC2)c1 (stereo not given)
→ 41%[activator], -3%, -16%, -3, -9%, -22%, 2%, -15%, i
CC(Oc1ccccc1)C(=O)OCc1cc(=O)n2nc(C(C)C)sc2n1 (stereo not given)
→ 7%, 18%[59 µM], -4%, -1, 1%, -10%, -4%, -4%, 5%
CC1CCCCN1c1cc(C#N)c(C#N)cc1[N+](=O)[O-] (stereo not given)
→ ?, -2%, -32%, 1, -1%, 1%, -13%, 5%, -8%
Cn1nnnc1SCC(=O)N1CCOCC1
→ 76%[activator], ?, 2%, 0, -2%, 2%, -5%[57.1 µM], -13%, i
CC(C)CN(Cc1cc(=O)oc2cc(-c3ccccc3)c(O)cc12)CC(C)C
→ 12%, 35%, 1%, 5, -4%, 2%, -4%[11.4 µM], -15%, -1%
COc1ccc(-c2cccc(NS(=O)(=O)c3ccccc3[N+](=O)[O-])c2)nn1
→ 26%, -7%, -6%, -7, -9%, -6%, -2%, -22%, -4%
Cc1cc(=O)[nH]c(SCc2nc3ccccc3n2Cc2ccccc2)n1
→ 30%, ?, -2%, 3, -1%, -3%, -7%, -2%, -3%
Cc1ccc(-c2nc(NC(=O)c3ccc(S(=O)(=O)N(CCC#N)CCC#N)cc3)sc2-c2ccccc2)cc1
→ 18%, 10%[59 µM], 6%, -4, 4%, 11%, -10%, 1%, 18%
O=C(O)c1ccc(/C=N/Nc2ccc(C(F)(F)F)cn2)cc1
→ -2%, -9%, -20%, -1, -1%, 14%, -23%, -19%, -7%
Cc1ccc(S(=O)(=O)NCC(c2ccco2)N2CCc3ccccc32)cc1 (stereo not given)
→ 10%, 40µM*, ?, -1, -3%, 2%, ?, -15%, -2%
COc1ccc(CCn2c(=N)c(S(=O)(=O)c3ccc(C)cc3)cc3c(=O)n4ccccc4nc32)cc1
→ 44%[activator], 3%, -2%, 4, 4%, -26%, -5%, -6%, -3%
O=C(CCc1nc2ccccc2c(=O)[nH]1)NNC(=O)c1ccc(Cl)cc1
→ 31%, -23%[0.501 µM], 10%, 0, 8%, 0%, -10%, -2%, -6%
Cc1ccc(/C=c2\sc3nc(-c4ccccc4Br)nn3c2=O)o1
→ 1%, 3.5µM*, 50µM*, 3, 17%, -1%, 50µM*, 10µM*, -11%
Cc1onc(-c2c(F)cccc2Cl)c1C(=O)NCC1COc2ccccc2O1 (stereo not given)
→ 28%, 10%[59 µM], -4%, -13, 0%, 4%, -7%, -3%, i
COC(=O)C(Cc1ccc(OC(=O)c2ccccc2Cl)cc1)N1Cc2ccccc2C1=O (stereo not given)
→ 20%, 26%[59 µM], 6%, -7, 5%, 1%, -35%, -16%, -10%
COCCn1c(CN2CCN(c3ccc(OC)cc3)CC2)nc2c1c(=O)n(C)c(=O)n2C
→ 23%, -13%[59 µM], ., 1, 0%, ., 1%, -8%, 1%
COc1cccc(NC(=O)Cn2cc(C#N)c3ccccc32)c1
→ 19%, -8%[59 µM], 2%, 7, -3%, 11%, -5%, 0%, 4%
S=C(NCc1ccco1)N1CCN(c2nc(-c3ccc(Cl)cc3)cs2)CC1
→ -23%, ?, ?, 1, 30%, -8%, -22%, -23%, -5%
CC(C)Oc1ccc(CNC(=O)C2CCN(c3nc4ccccc4n(C)c3=O)CC2)cc1
→ 44%[activator], 0%[59 µM], -4%, 0, -1%, 3%, -20%, -8%, 3%
CCOCCOC(=O)c1cccc(NC(=O)OCC)c1
→ 24%, 6%, -3%, -4, 4%, 1%, 0%, -8%, -7%
CCOc1ccccc1NC(=O)CN1C(=O)COc2ccccc21
→ 45%[activator], 31%[59 µM], 6%[0.457 µM], 1, 0%, 1%, -4%, -2%, -3%
O=C(NC1(C(F)(F)F)NC(=O)N(C2CCCCC2)C1=O)c1cccs1 (stereo not given)
→ 2%, 32%[12.7 µM], 10%, 1, -7%, 3%, -18%, -10%, -10%
COc1cc(NC(=O)CC2C(=O)N(c3cccc(C)c3)C(=O)N2Cc2ccc(F)cc2)cc(OC)c1 (stereo not given)
→ 35%, -6%[59 µM], 0%, -7, 2%, 5%, 13%, -18%, 0%
CCN(CC)S(=O)(=O)c1ccc(C(=O)NCc2n[nH]c(=S)n2-c2ccc(Cl)c(Cl)c2)cc1
→ 1%, 16µM*, -37%, 3, 1%, ?, -31%, -13%, -10%
CN(C)/C=C(\C=O)c1onc(-c2ccccc2Cl)c1C#N
→ 26%, ?, -5%, 5, -1%, 4%, -13%, 3%, -10%
COc1cccc(N(C(=O)C2CSC(=O)C2)C(C(=O)NC(C)(C)C)c2ccncc2)c1 (stereo not given)
→ 46%[activator], 21%[0.501 µM], 0%, 1, 6%, 2%, -3%, -7%, 8%
CCOc1ccc(S(=O)(=O)N2CCC(C(=O)NC3CC3)CC2)cc1C
→ ?, 5%, 3%, -6, -7%, -8%, 12%, -12%, -2%
C=CC[C@@H](CC(=O)N[C@H](CO)Cc1ccccc1)C(=O)NC[C@H](OC(=O)[C@@H](CC=C)Cc1ccc(F)cc1)c1ccccc1
→ 28%, ., ., -1, -2%, 7%, -25%, 2%, -4%
CNC(=S)N/N=C/c1cccc(OCc2ccccc2F)c1
→ 2%, 24%[59 µM], ?, -10, 2%, -23%, -17%, -25%, 0%
Cc1cccc(Cl)c1OCCCn1ccnc1
→ 28µM*, 10µM*, 28µM*, -4, -9%, 3%, 7.9µM*, -11%, 5%
Cc1ccccc1Cn1c(=O)n(Cc2ccc3c(c2)OCO3)c(=O)c2oc3ccccc3c21
→ 42%[activator], 6%[59 µM], ?, -5, -1%, -11%, 0%, -8%, -1%
Cc1c(CN2CCCCC2)c(O)n(CCO)c(=O)c1C#N
→ 19%, 50µM*, ?, -15, ?, -9%, 0%, -22%, -1%
Cc1ccc(NC(=O)COc2ccc3c(c2)CCC3)nc1
→ 35%, 25%[59 µM], 2%, -4, -5%, -9%, 16%, -12%, -7%
Cn1cnnc1SCC(=O)Nc1cc(C(=O)O)cc(C(=O)O)c1
→ 35%[activator], -2%[59 µM], 0%, -1, -5%, 0%, -17%, -7%, 3%
C=CCNc1nc(C(=O)OCC(=O)Nc2ccccc2C(F)(F)F)cs1
→ 17%, 24%[12.7 µM], ?, 0, -10%, 2%, -4%, -21%, -10%
CC(=O)NC(CC(=O)OCC(=O)N1CCN(S(=O)(=O)c2ccc(Cl)cc2)CC1)c1ccccc1 (stereo not given)
→ 24%, -10%, 8%, 2, 3%, 1%, -2%, -6%, -2%
C=CCn1c(=O)c2ccccc2n2c(SCC(N)=O)nnc12
→ 23%, -5%[0.0925 µM], -7%, 2, -2%, 3%, -7%, -10%, 5%
Cc1ccc(C)c(NC(=O)C(=O)NCCc2csc(-c3ccc(C(F)(F)F)cc3)n2)c1
→ 17%[57 µM], 21%[59 µM], 2%, 1, -12%, 6%, -4%, -18%, 1%
CN(CC(=O)Nc1ccc(OC(F)(F)F)cc1)C(=O)c1ccc(N2CCCC2=O)cc1
→ 30%, 13%[12.7 µM], -5%, -2, -7%, 0%, -14%, -19%, -10%
CN1CCN(/C(=N\S(=O)(=O)c2ccc(F)cc2)c2ccccc2)CC1
→ 17%, -1%[59 µM], 4%, 0, -3%, 9%, -4%, -17%, 11%
O=C(CCCN1C(=O)C(c2ccccc2)Oc2cccnc21)Nc1ccc(Br)cc1F (stereo not given)
→ 38%, 2%[59 µM], -38%, 1, 4%, -1%, -11%, -6%, -5%
COc1ccc(-c2cc(C(=O)Nc3ccccc3F)on2)cc1
→ 55%[activator], -2%, 0%, -4, -2%, -4%, -4%, -8%, i
O=C(/C=C\c1ccc2c(c1)OCO2)NC1CC(=O)N(c2ccc(Cl)cc2)C1 (stereo not given)
→ 30%, -1%[59 µM], 1%, 3, 0%, -3%, -13%, 12%, -1%
O=C(C1CCC(CNc2nc(=S)[nH]c3ccccc23)CC1)N1CCN(c2ccccn2)CC1 (stereo not given)
→ 16%, 20%[59 µM], 5%, 7, -2%, -1%, 2%, -14%, 3%
COc1ccc(-c2nnc(NC(=O)CSc3ccc(C)cc3)s2)cc1OC
→ 29%, 21%[59 µM], ?, 4, 20%, 5%, -11%, -3%, -5%
Cc1onc(-c2ccccc2)c1C(=O)Nc1cccc(S(=O)(=O)N2CCCCC2)c1
→ 14%, ., ., -1, -3%, 16%, -18%, -11%, -5%
CC1CCC(NC(=O)C2CCC(CNc3c(N4CCCCC4)c(=O)c3=O)CC2)CC1 (stereo not given)
→ 31%, -8%[59 µM], -4%, 7, -8%, 2%, -1%, -22%, i
O=C(Nc1ccnn1C1CCN(Cc2ccccc2F)CC1)C1CCCC1
→ 10%, -10%[0.501 µM], -9%, 5, ?, 2%, -23%, -5%, -3%
C[N+]1(CC(=O)OCCCc2ccccc2)CCCC1
→ 21%, 10µM*, 56µM*, 1, -1%, -3%, ?, 4%, -1%
O=C1CN(C(=O)COC(=O)c2ccc([N+](=O)[O-])o2)c2ccccc2N1
→ 25%, 22%[12.7 µM], 1%, -3, 0%, -4%, -12%, ?, -3%
O=[N+]([O-])c1ccc(N2CCN(Cc3ccc(Br)o3)CC2)cc1
→ ?, ?, 79µM*, 4, 3%, -4%, 22µM*, -23%, 4%
COc1cc(NC(=O)NNC(=O)c2cc3occc3n2C)cc(OC)c1OC
→ 10%, ?, ?, -3, -5%, 11%, -26%, -24%, 2%
